DAX1 inh-1: DAX1 (NR0B1) inhibitors, primary screen, cell-based, HEK293, Gal4-DAX1, luciferase luminescence; HEK293 Gal4-DAX1 luciferase reporter; 340,000 tested, 0.99% active; inhibition, % at 6.75 µM; Nuclear receptor subfamily 0 group B member 1 (Homo sapiens), P51843; AID 504766, 2011;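 active = inhibition above the mean over all tested compounds plus 3 SD, cut at about 4.2% in these data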;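 also: 0% = DAX1-transfected cells with DMSO and 100% = empty-vector control cells with DMSO; inhibition shows as a rise in luminescence from relieved DAX1 repression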
hgDAF-12 ag: H. glycines DAF-12 receptor agonists, primary screen, cell-based, luminescence, HEK293, GAL4 fusion, UAS-luciferase. Nuclear hormone receptor DAF-12 (Heterodera glycines), GAL4 fusion. HEK293 GAL4-hgDAF12 UAS-luciferase reporter, agonist luminescence; normalized to butyrate control. activation, % at 6.8 µM. 370,000 tested, 1.8% active. AID 687014, 2013;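 active = activation above a cutoff set at the mean of all screened compounds plus 3 SD, cut at about 10% in these data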;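 also: 0% = DMSO wells and 100% = sodium butyrate wells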
PG9 Ab binder: binders of HIV-1 gp120 antibody PG9, primary screen, biochemical, TR-FRET | TR-FRET gp120-PG9 antibody binding | inhibition, % at 6.7 µM | 360,000 tested, 0.43% active | AID 624416, 2012; in the data active = inhibition above about 8.5%
DAX1 inh-2: DAX1 (NR0B1) inhibitors on StAR promoter, primary screen, cell-based, luminescence, SF-1 (NR5A1), full-length DAX-1 | 370,000 tested, 1.1% active | HEK293T StAR-luciferase reporter, SF-1/DAX-1 repression relief | AID 652010, 2013 | inhibition, % at 6.8 µM;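 active = inhibition above the mean over all tested compounds plus 3 SD, cut at about 3.6% in these data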;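 also: 0% = DAX-1 cells with DMSO and 100% = cells lacking DAX-1 with DMSO; higher inhibition means more luminescence from relief of DAX-1 repression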
Rev-erbA mod: modulators of Rev-erb alpha DNA binding, primary screen, biochemical, FITC-DNA, fluorescence polarization, uHTS; Nuclear receptor subfamily 1 group D member 1 (Homo sapiens), P20393; Rev-erbα–FITC-DNA binding, 90 min; activity, % at 10 µM; 370,000 tested, 0.79% active; AID 1259318, 2017;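 active = activity above about 14%, limit read from the data; passing the limit was not always enough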;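 also: 0% = DMSO wells with 35 nM protein and 100% = DMSO wells with 750 nM protein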
Target sequence (P20393 whole entry, looked up): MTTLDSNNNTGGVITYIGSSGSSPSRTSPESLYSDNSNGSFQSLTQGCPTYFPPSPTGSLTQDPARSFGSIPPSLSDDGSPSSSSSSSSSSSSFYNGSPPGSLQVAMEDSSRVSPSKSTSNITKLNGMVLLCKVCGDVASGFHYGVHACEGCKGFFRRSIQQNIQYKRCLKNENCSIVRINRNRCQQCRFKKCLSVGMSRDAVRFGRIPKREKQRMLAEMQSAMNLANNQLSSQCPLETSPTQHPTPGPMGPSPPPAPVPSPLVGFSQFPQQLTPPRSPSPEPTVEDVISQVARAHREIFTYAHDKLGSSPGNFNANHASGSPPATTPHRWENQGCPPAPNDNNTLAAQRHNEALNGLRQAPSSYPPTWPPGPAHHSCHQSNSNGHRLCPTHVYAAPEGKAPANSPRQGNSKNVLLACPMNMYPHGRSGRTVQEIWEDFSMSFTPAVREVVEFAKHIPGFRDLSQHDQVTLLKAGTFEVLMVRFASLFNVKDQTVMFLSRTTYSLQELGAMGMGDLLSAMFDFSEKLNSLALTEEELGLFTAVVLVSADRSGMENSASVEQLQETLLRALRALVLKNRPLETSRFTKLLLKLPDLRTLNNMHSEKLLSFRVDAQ
PLC-beta3 inh: human PLC-beta3 inhibitors, primary screen, biochemical, fluorescence; AID 720704, 2013; 370,000 tested, 0.18% active; Purified PLC-beta3, fluorogenic substrate; inhibition, % at 12.2 µM; 1-phosphatidylinositol 4,5-bisphosphate phosphodiesterase beta-3 (Homo sapiens), Q01970; in the data active = inhibition above about 11%;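 also: 0% = median of compound wells on plate and 100% = full blocker control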
hcDAF12 agonist: H. contortus DAF-12 nuclear receptor activators, primary screen, cell-based, luminescence, HEK293, lit1-tk-luc reporter. HEK293 hcDAF-12 lit1-tk-luc reporter; 0% DMSO, 100% Δ7-dafachronic acid. activation, % at 6.8 µM. 370,000 tested, 1.4% active. AID 652067, 2013;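 active = activation above the mean of all tested compounds plus 3 SD, cut at about 5.5% in these data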;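 also: 100% = response to 3 µM Δ7-dafachronic acid high control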
sPLA2-III inh: human group III sPLA2 inhibitors, primary screen, biochemical, QFRET, BODIPY PC-A2 liposome substrate | QFRET BODIPY PC-A2 liposome hydrolysis, fluorescence | inhibition, % at 12.2 µM | 370,000 tested, 0.56% active | AID 743126, 2013;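 active = inhibition above mean plus 3 SD of compounds lying within the high and low control bounds, cut at about 19% in these data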;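 also: 0% = median of test compound wells and 100% = no enzyme DMSO wells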
Target sequence (Q9NZ20 whole entry, looked up): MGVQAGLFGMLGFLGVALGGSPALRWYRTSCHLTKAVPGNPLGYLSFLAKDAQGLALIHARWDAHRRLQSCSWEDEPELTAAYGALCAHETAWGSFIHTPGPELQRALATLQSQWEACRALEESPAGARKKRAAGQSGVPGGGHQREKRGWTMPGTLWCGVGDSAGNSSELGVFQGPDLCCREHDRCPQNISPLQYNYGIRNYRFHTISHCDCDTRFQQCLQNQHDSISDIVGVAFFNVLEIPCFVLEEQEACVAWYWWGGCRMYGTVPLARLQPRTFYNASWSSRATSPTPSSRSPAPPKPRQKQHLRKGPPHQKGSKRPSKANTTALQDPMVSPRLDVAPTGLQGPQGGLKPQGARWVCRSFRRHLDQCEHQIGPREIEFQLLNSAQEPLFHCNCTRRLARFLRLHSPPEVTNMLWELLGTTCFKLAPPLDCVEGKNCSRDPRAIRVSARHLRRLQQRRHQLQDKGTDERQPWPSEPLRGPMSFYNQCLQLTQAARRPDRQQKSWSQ
ssDAF-12 act: S. stercoralis DAF-12 nuclear receptor activators, primary screen, cell-based, luminescence, HEK293, GRIP1 co-expression, lit1-tk-luc; Nuclear hormone receptor DAF-12 (Strongyloides stercoralis); HEK293 ssDAF-12/GRIP1 lit1-tk-luc reporter; % of 3 µM dafachronic acid response; activation, % at 6.8 µM; 370,000 tested, 1% active; AID 652126, 2013;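 active = activation above the mean over all tested compounds plus 3 SD, cut at about 0.9% in these data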;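 also: 0% = DMSO-only wells and 100% = 3 µM delta7-dafachronic acid wells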
SMARCA2 activ: SMARCA2 (BRM) function activators, primary screen, cell-based, luminescence, high throughput; MG213 cells, MMTV-luciferase reporter, dexamethasone, overnight; activation, % at 9.1 µM; 370,000 tested, 1% active; in the data active = activation above about 7.8%;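 also: 0% = vehicle wells and 100% = reference activator wells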
GAA850 FXN act: FXN promoter activators, primary screen, cell-based, luciferase luminescence, HEK293 lucGAA850; 360,000 tested, 0.56% active; AID 540364, 2011; HEK293 lucGAA850 FXN promoter luciferase reporter, 24 h; percent of 10 µM SAHA response; activation, % at 6 µM;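 active = activation above the average of all compounds screened plus 3 SD, cutoff fixed separately per campaign, cut at about 7.5% in these data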;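 also: 0% = DMSO wells and 100% = 10 µM SAHA wells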
* = called active by the depositor; nt = not tested or not shown; & = joins results of further samples.

Values run as follows: DAX1 inh-1, hgDAF-12 ag, PG9 Ab binder, DAX1 inh-2, Rev-erbA mod, PLC-beta3 inh, hcDAF12 agonist, sPLA2-III inh, ssDAF-12 act, SMARCA2 activ, GAA850 FXN act
Cc1ccccc1OCc1nnc(SCc2cc(=O)[nH]c3ccccc23)o1
    -0.7, -0.2, -1.5, 0.0, -4, 5, -0.2, -2, -0.4, 3, 1.6
CC12CC(c3ccccc3O1)C(C(=O)NCc1ccccc1)C(=O)N2 (stereo not given)
    -0.4, -1.0, -0.6, -0.3, -1, 2, -2.3, 1, -0.1, -3, 0.5
CCOC(=O)N1CCN(C(=S)Nc2cc(OC)c(OC)cc2C(=O)OC)CC1
    1.2, -0.7, -1.2, -0.3, 2, 2, -1.7, 3, -1.5, -1, 1.5
CCc1nc2c(=O)[nH]cnc2o1
    2.3, -2.6, 2.4, -0.7, -9, -1, -0.5, 5, -0.9, -3, 0.7
CCCCCc1c(-c2ccc(Br)cc2)ncn1CCc1ccccc1OC
    nt, -1.6, 2.5, 0.6, 10, 6, -1.7, -11, -0.9, -5, nt
O=C(NC1CCCCC1)C(c1ccncc1)N(Cc1ccccc1)C(=O)c1ccc(-c2ccccc2)[nH]1 (stereo not given)
    -0.4, -1.0, -2.7, -0.7, 3, -7, -0.9, -17, -0.5, -2, -8.1
c1cncc(CNc2nc(N3CCOCC3)nc(N3CCOCC3)n2)c1
    -0.6, 0.2, -2.3, -0.5, 2, 0, 0.2, 1, -1.2, -3, -1.9
O=C(Nc1ccc(Br)cc1)N1CCCC(O)C1 (stereo not given)
    0.4, 3.1, 1.4, 1.5, 2, -2, 0.3, 8, -1.5, 0, 2.9
O=C(COC(=O)c1ccc([N+](=O)[O-])o1)NCc1ccc(F)cc1
    1.3, -0.6, -1.7, 0.6, -4, -7, -1.6, 8, -0.5, 1, -1.0
COc1ccc(C(C(=O)NC2CCCCC2)n2c(=O)c(-c3ccco3)nc3ccccc32)cc1 (stereo not given)
    nt, 3.1, -0.9, -1.0, 1, -68, -1.6, -4, -0.3, -5, nt
CCOC(=O)C1/C(=N\O)CC(C)(O)C(C(=O)OCC)C1c1ccc(N(C)C)cc1 (stereo not given)
    -0.1, -2.0, 1.0, 0.3, -3, -1, -0.7, -4, -1.0, 0, -0.4
Cc1c(Cl)cccc1Nc1ccccc1C(=O)O
    -0.5, -1.6, -1.4, 0.8, 0&0, -12, 0.8, -18, -1.5, 4, 0.5
CCOC(=O)CSc1nnc(CNc2ccccc2Cl)n1-c1ccccc1
    -0.7, 0.4, -0.7, -0.5, -2, 5, -1.5, -10, -0.8, 1, -1.2
COc1ccc(N)cc1NC(=O)CN1CCOCC1
    1.8, 1.1, -2.4, -0.3, 0, -2, 0.4, 3, -1.4, -1, -1.1
O=C(COC(=O)C1(c2ccccc2F)CCCC1)N1CCc2ccccc21
    -0.7, -1.2, -1.7, 0.3, -1, 0, -0.7, -3, -1.8, 2, 3.3
COc1cccc(CNC(=O)c2ccc3nc[nH]c3c2)c1
    -0.7, 1.1, 1.1, -0.2, 1, 1, -0.7, 5, -0.6, 1, -0.8
CCOC(=O)c1ccc[n+](CC(=O)c2ccccc2)c1
    -0.6, 0.8, -3.1, -0.5, -2, -6, -0.4, -4, -0.9, 5, 2.5
O=C(N/N=C/c1ccco1)c1ccc(NC(=O)C2CCCCC2)cc1
    0.2, -1.3, -1.0, -1.3, -4, -6, -2.8, 0, -1.5, -3, -0.5
COc1ccc(NC(=O)CN2C(=O)NC(C)(C3CCCCC3)C2=O)c(OC)c1 (stereo not given)
    0.9, 0.5, 0.8, 0.9, 7, -6, 2.0, 9, -1.0, -3, 0.7
CN1CCN(/N=C/c2ccc(-c3ccccc3)cc2)CC1
    0.1, 14*, -1.0, 1.0, -1, -3, 2.5, -1, -0.2, 2, 6.3
CCn1c(SCC(=O)Nc2cccnc2Cl)nnc1-c1ccccc1
    1.2, -0.3, 1.1, -0.4, -5, -3, -2.8, 3, -1.7, -4, 1.5
O=S(=O)(Nc1cccnc1)c1ccccc1
    1.1, -4.7, -0.4, 0.3, -1, -4, -0.3, 11, -1.2, -5, -0.8
CCOC(=O)C1CCCN(S(=O)(=O)c2ccc(-c3cc(C)no3)s2)C1 (stereo not given)
    3.6, -0.3, -0.1, -0.9, 4, -7, -1.6, 0, -1.6, -3, -0.9
CSc1ccc(/C=N/NC(=O)c2ccc(C)c(C)c2)cc1
    1.0, 0.5, -0.5, 0.5, -10, -37, -1.4, -4, -0.8, 0, 0.1
CCOC(=O)C1CCN(c2ncnc3c2nnn3Cc2ccccc2Cl)CC1
    0.1, -2.1, 0.7, 0.8, -2, -6, -1.3, -3, -1.1, -4, 1.7
S=c1[nH]nc(-c2cc(-c3ccco3)[nH]n2)n1-c1cccc2ccccc12
    -1.1, -3.9, 2.0, 0.3, -8, -4, -0.8, 4, -0.5, -3, 4.5
OC(COc1ccc(Br)cc1)CN1CCOCC1 (stereo not given)
    1.4, -1.4, 3.9, -0.1, 6, -1, -0.7, 2, -0.9, 1, 2.2
CSCC[C@@H](Nc1nc(-c2ccccc2)nc2c1oc1ccccc12)C(=O)O
    -0.1, 3.1, 0.4, -0.2, 0, -3, 1.4, -16, -0.3, -2, 0.7
CN(CC(=O)Nc1cccc(F)c1)C(=O)c1ccc(C(=O)c2ccccc2)cc1
    -2.4, -2.2, 0.4, -1.8, 5, -3, -1.6, -15, -1.9, -4, 1.3
CCOC(=O)c1ccc(CNC(=O)Cn2nnc(-c3ccccc3F)n2)o1
    -0.3, 3.1, -0.3, -1.0, 5, -3, -0.8, 0, -1.3, -2, 0.0

Values run as follows: DAX1 inh-1, hgDAF-12 ag, PG9 Ab binder, DAX1 inh-2, Rev-erbA mod, PLC-beta3 inh, hcDAF12 agonist, sPLA2-III inh, ssDAF-12 act, SMARCA2 activ, GAA850 FXN act
O=C1NCCCC1(c1ccccc1)c1ccccc1
    3.3, -3.9, 0.6, -0.4, -2, 2, -1.0, -3, -0.9, -2, 0.3
Nc1sc(-c2ccccc2)n[n+]1Cc1cccc2cccnc12
    3.4, 2.2, -0.2, 0.9, 8, -6, 2.5, 4, 0.3, 0, 0.9
COc1cccc(/C=C/C(=O)OCC(=O)N2CCCC2)c1OC
    1.5, 3.1, -1.1, 4.4*, -2, -43, -0.4, 1, -0.8, -1, 0.6
CN1CCN(CC(=O)Nc2ccc(S(=O)(=O)N(C)C)cc2)CC1
    -0.5, 4.7, -1.3, 0.0, 3, 0, 3.2, -3, -0.4, 2, -1.9
COc1cc(NC(=O)c2ccc(-c3ccc(F)c(F)c3)c3ccoc23)cc(OC)c1OC
    nt, -0.1, -0.7, -0.9, 18*, -2, 0.4, -7, -1.7, -3, -2.0
CCOc1ccc2oc(C(=O)N(Cc3nnc(-c4ccccc4Cl)o3)C3CC3)c(C)c2c1
    -0.8, -3.0, -1.5, -0.8, -2, -23, -1.6, -1, -1.7, -2, 0.8
COc1ccc(N2CCN(C(=O)Nc3cccc(C(F)(F)F)c3)CC2)cc1
    1.4, -1.0, 0.0, -0.8, 6, 5, -2.0, -1, -1.6, -8, -1.3
Cc1ccc(NC(=O)COc2ccccc2C(=O)NCCc2ccccc2)cc1
    -0.4, -0.7, -1.5, 0.0, 1, 1, -0.8, -13, -1.6, 2, 1.1
CCn1c(SCC(=O)Nc2nc(C)cs2)nnc1C(NC(=O)c1ccccc1Cl)C(C)C (stereo not given)
    -0.7, -0.2, -1.8, 0.0, 5, 2, -2.3, 2, -0.5, 0, 0.9
COc1cccc(CNc2nc3cc(-c4cscc4C)sc3c(=O)n2C)c1
    nt, -4.9, 1.0, -2.9, -1, 3, -2.8, -38, -1.5, -6, -1.5
CCCn1cc(SCC(=O)Nc2ccc3c(c2)OCO3)c2ccccc21
    1.1, 2.5, -1.6, -0.8, 4, 6, 0.2, -6, -1.1, -1, 0.5
O=C(CSc1nnc(-c2cnccn2)n1Cc1ccco1)c1ccc2ccccc2c1
    0.5, -1.0, -0.8, -0.7, -4, -7, -1.4, -31, -1.7, -2, -0.6
O=C(NCCc1ccccc1O)c1cc2c(cc1[N+](=O)[O-])OCO2
    1.2, 1.3, 2.4, -0.9, 8, 0, -1.1, 11, -0.4, -1, -0.8
CC(=O)NC1(C(F)(F)F)C(=O)Nc2c1c(=O)[nH]c(=O)n2Cc1ccco1 (stereo not given)
    0.7, 0.4, -0.1, -1.0, 1, 1, -0.3, 8, -0.9, -1, 1.4
CC1(C(=O)NC2CCCCC2)CCC(=O)N1CCOc1ccccc1 (stereo not given)
    nt, -3.9, 0.5, -0.7, 4, 0, -1.2, 14, -1.7, -3, nt
Cc1cccc(-n2nnnc2SCc2csc(-c3ccccc3)n2)c1
    -0.7, -0.2, 0.1, 0.1, 0, 0, -2.1, -35, -1.0, -5, 2.2
CC1(C(=O)N2CC3(CC(c4cccc([N+](=O)[O-])c4)=NO3)C[C@H]2C(=O)NCC(N)=O)CC1 (stereo not given in full)
    1.6, 0.7, -1.0, 0.3, -5, 4, -1.7, 7, -1.5, 0, -1.4
Cc1cc([N+](=O)[O-])c(N2CCC[C@@H]2C(=O)O)c([N+](=O)[O-])c1
    -0.8, -0.8, 0.3, -0.5, 2, 4, -2.1, 4, -0.9, -1, 0.5
CCOc1ccccc1N1CCN(C(=O)c2ccccc2)CC1
    0.3, -0.3, -2.1, 0.3, -6, 5, -0.2, 4, -0.8, 6, -0.9
CCOC(=O)c1ccc(NCCOC)c([N+](=O)[O-])c1
    1.6, 4.1, 0.3, 0.1, 4, 0, 1.4, 2, -0.3, 5, 4.0
COc1ccc(CCNC(=O)CCCOc2cc(=O)n(C)c3ccccc23)cc1OC
    1.5, -2.5, -0.5, -0.2, -3, -1, -1.6, 1, -0.7, 0, -0.3
O=C(CN1C(=O)NC2(CCc3ccccc32)C1=O)c1ccc(Br)cc1 (stereo not given)
    -0.4, -3.5, -2.3, -0.6, -4, -4, 0.6, -5, -1.0, 1, 1.9
O=C1C=C(c2cc3ccccc3s2)C[C@@H](c2ccc(F)cc2)C1
    0.9, -0.5, -2.2, -0.2, 8, -2, -0.5, 4, -1.1, 1, 0.4

Limited to PLC-beta3 inh (two entries from above):
SMILES | PLC-beta3 inh
CCOC(=O)c1ccc(NCCOC)c([N+](=O)[O-])c1 | 0
COc1ccc(CCNC(=O)CCCOc2cc(=O)n(C)c3ccccc23)cc1OC | -1
